Source: PubChem BioAssay (several laboratories)
CHT PAM – allosterically activates the human high affinity choline transporter; 310,000 compounds, 0.49% hits; CHT-expressing cells, membrane potential dye, choline EC20; hits give high values; LV-AA mutant CHT in HEK293 cells; AID 488977; B-score at 10 µM; Q9GZV3;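 active = initial fluorescence not abnormally high and integrated response B-score, plate-corrected, over 3 SD above library mean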
Target sequence (Q9GZV3 whole entry, looked up): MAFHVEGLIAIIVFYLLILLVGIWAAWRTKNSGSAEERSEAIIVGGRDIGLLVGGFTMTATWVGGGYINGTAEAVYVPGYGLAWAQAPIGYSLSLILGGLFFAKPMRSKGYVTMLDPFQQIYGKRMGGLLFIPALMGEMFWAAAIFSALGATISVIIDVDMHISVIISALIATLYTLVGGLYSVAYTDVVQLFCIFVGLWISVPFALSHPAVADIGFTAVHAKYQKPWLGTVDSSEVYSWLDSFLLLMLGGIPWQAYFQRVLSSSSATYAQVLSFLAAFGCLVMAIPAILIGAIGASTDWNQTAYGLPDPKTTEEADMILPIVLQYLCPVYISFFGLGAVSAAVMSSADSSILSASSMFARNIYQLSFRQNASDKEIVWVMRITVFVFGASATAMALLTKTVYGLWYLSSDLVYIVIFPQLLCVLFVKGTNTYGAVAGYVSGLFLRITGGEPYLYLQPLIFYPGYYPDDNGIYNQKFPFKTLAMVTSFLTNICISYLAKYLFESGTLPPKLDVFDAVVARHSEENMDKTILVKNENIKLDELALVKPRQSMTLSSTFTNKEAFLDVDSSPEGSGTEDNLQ
CHT inh – inhibits the human high affinity choline transporter. Q9GZV3. CHT-expressing cells, membrane potential dye, choline response; hits give low values. B-score at 10 µM. 310,000 compounds, 0.86% hits. AID 488975;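 active = B-score over 3 SD under the library average, and starting fluorescence ratio not unusually high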;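 also: choline stimulus applied at its EC90 after an EC20 pre-addition; B-score computed on integrated fluorescence ratio after choline addition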
STK33 inh – blocks human STK33 kinase activity; Q9BYT3; 320,000 compounds, 0.073% hits; purified STK33, MBP phosphorylation, ADP-Glo luminescence; inhibition, % at 10 µM;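 active = inhibition at or above 25%, using the most active replicate where run in duplicate; inactive = inhibition below 25%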
Target sequence (Q9BYT3 whole entry, looked up): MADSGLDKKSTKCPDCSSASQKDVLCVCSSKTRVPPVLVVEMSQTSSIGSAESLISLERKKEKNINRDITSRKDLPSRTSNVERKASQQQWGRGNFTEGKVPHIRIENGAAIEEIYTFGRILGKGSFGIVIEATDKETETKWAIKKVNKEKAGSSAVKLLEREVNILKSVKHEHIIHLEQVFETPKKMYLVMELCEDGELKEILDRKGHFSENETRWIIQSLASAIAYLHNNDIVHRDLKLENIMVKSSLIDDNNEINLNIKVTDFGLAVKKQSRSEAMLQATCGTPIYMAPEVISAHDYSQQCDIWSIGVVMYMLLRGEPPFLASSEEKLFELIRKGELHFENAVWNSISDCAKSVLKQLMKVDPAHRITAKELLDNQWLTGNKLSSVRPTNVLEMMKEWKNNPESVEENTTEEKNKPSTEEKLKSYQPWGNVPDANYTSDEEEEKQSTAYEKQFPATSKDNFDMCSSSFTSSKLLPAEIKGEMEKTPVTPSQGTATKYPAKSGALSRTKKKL
Numbers without * were called inactive; i = inactive; nt = not tested or not shown.

molecule	CHT PAM	CHT inh	STK33 inh
CCCCCC(=O)Nc1ccc(C(=O)COC(=O)CN2C(=O)NC3(CCCC3)C2=O)cc1	i	i	-1.1
C/C(=N\NC(=O)CNC(=O)c1ccccc1F)c1ccco1	i	i	-1.7
CC(C)Sc1nnc(Nc2ccccc2)s1	i	i	-1.3
CCN(CCNC(=O)C1CCN(c2nnc(-n3cccc3)s2)CC1)c1ccccc1	i	i	-0.8
COc1ccc(NC(=O)CNc2ccc(C#N)cc2)cc1	i	i	-0.1
CCOC(=O)C1(C)NC(c2ccccc2F)C2C(=O)N(c3cccc(C(C)=O)c3)C(=O)C21 (stereo not drawn)	i	i	0.8
CN(CCOc1ccc(Cl)cc1)C(=O)c1ccc(S(=O)(=O)N2CCOCC2)cc1	i	i	0.2
COc1ccc(CNCc2ccc(OC)c3ccccc23)cc1	i	i	2.7
Cc1ccccc1C(=O)NNC(=O)C(=O)Nc1cccc(Cl)c1C	i	i	-0.4
O=[N+]([O-])c1ccc(N2CCN(Cc3ccccc3)CC2)s1	i	i	-1.8

Five records picked at random from those above:
molecule	CHT PAM	CHT inh	STK33 inh
C/C(=N\NC(=O)CNC(=O)c1ccccc1F)c1ccco1	i	i	-1.7
O=[N+]([O-])c1ccc(N2CCN(Cc3ccccc3)CC2)s1	i	i	-1.8
CCN(CCNC(=O)C1CCN(c2nnc(-n3cccc3)s2)CC1)c1ccccc1	i	i	-0.8
CCOC(=O)C1(C)NC(c2ccccc2F)C2C(=O)N(c3cccc(C(C)=O)c3)C(=O)C21 (stereo not drawn)	i	i	0.8
CC(C)Sc1nnc(Nc2ccccc2)s1	i	i	-1.3

Later entries
molecule	CHT PAM	CHT inh	STK33 inh
Oc1ccc(Cn2ccnc2)c2cccnc12	i	i	-4.0
CC(=O)OCC12COC3c4ccccc4OC(C)(CC1C)C3C2C (stereo not drawn)	i	i	-0.2
O=C(CSC1=NS(=O)(=O)c2cc(Cl)ccc2N1)Nc1ccccc1F	i	i	nt
COc1ccc(-c2nnnn2C)cc1S(=O)(=O)Nc1ccc(C)cc1C	i	i	-0.7
O=C(CS(=O)(=O)c1ccccc1)N1CCN(c2ccccc2)CC1	i	i	nt
Cc1cc(C)c(NC(=O)Cn2c([N+](=O)[O-])cnc2C)c(C)c1	i	i	0.3
COC(=O)c1ccc(NC(=S)NC(=O)c2c(-c3ccccc3)noc2C)cc1	i	i	-0.2
O=C(COc1ccc2c3c(c(=O)oc2c1)CCCC3)NCCCn1ccnc1	i	i	-0.8
COc1ccc(N/C(=N/c2nc(C)cc(C)n2)NC(=O)Nc2ccc(Cl)c(Cl)c2)c(OC)c1	i	i	-2.9
Cc1ccc2nc(Cl)c(C#N)cc2c1	i	i	-2.0

Next records
molecule	CHT PAM	CHT inh	STK33 inh
CNC(=O)COc1coc(CN2CCN(c3ccccc3OC)CC2)cc1=O	i	i	-0.5
CC(C)CNC(=O)c1cc(-c2ccc3c(c2)OCO3)on1	i	i	-0.9
Cc1ccc(OCC(=O)NNC(=O)c2ccc3c(=O)n4c(nc3c2)CCC4)cc1	i	i	0.6
O=S(=O)(c1ccc2ccccc2c1)N1CCN(C2CCN(Cc3ccccc3)CC2)CC1	i	i	0.3
CCOc1cc(/C=C/c2ccc3cccc([N+](=O)[O-])c3n2)cc(Cl)c1O	i	i	-0.3
O=S(=O)(Nc1ccc2c(c1)OCCO2)c1cnc[nH]1	i	i	-0.1
COc1cc2c(cc1OC)C(c1cc(OC)c(OC)cc1[N+](=O)[O-])N(C(C)=O)CC2 (stereo not drawn)	i	i	-1.8
COc1ccc(C(=O)Nc2ccc(CN3CCS(=O)(=O)CC3)cc2)cc1	i	i	-0.2
NC(=S)N=Nc1c(O)[nH]c2cc(F)c(F)cc12	i	i	-0.9
COc1ccc(S(=O)(=O)n2nc(OC(=O)c3cccs3)cc2N)cc1	i	i	-0.2

Further compounds follow.
molecule	CHT PAM	CHT inh	STK33 inh
O=C(NCc1cccnc1)c1ccc(Cl)c(S(=O)(=O)N2CCCCCC2)c1	i	i	-0.7
CCCOc1ccc(C(=O)Nc2ccc3c(c2)OCO3)cc1	i	i	-0.6
Cc1cccc2c1NC(=O)C21OCC(CO)([N+](=O)[O-])CO1 (stereo not drawn)	i	i	0.5
CCOCc1cnc(C)nc1NCC(=O)c1c(C)[nH]c2ccccc12	i	i	0.1
O=C(NCc1nnc(SCc2ccccc2)n1-c1ccccc1)C12CC3CC(CC(C3)C1)C2	i	i	-2.6
Cc1ccc(CNC(=O)C2CNc3cc(C)ccc3O2)cc1 (stereo not drawn)	i	i	-2.7
Cc1ccccc1C(=O)N1CCN(c2ccc(NC(=O)c3ccc([N+](=O)[O-])o3)cc2)CC1	i	i	0.0
NS(=O)(=O)c1ccc(NC(=O)CSc2nnc(Cc3cccs3)n2-c2ccccc2)cc1	i	i	-0.6
O=C(c1cc2c(cc1Br)OCCCO2)N1CCCCC1	i	i	0.2
CN(C)C(=O)COC(=O)c1ccccc1NC(=O)c1ccco1	i	i	-1.8

Further results follow.
molecule	CHT PAM	CHT inh	STK33 inh
CN1CCN(CCCNC(=O)c2cn(C3CCCCC3)c(=O)c3c2c2ccccc2n3C)CC1	i	-5*	-1.2
CS(=O)(=O)N1CC(C(=O)O)Oc2ccc(CC(=O)O)cc21 (stereo not drawn)	i	i	-0.3
COc1ccccc1NC(=O)CCC(=O)OCc1ccc([N+](=O)[O-])cc1	i	i	2.5
Cc1ccccc1CC(=O)N1CCN(C(=O)C2CCCO2)CC1 (stereo not drawn)	i	i	-1.2
CC(C)c1ccccc1OCC(=O)Nc1cc(S(=O)(=O)N2CCOCC2)ccc1N1CCCC1	i	i	-1.5
CCOC(=O)CCN(Cc1sccc1C)S(=O)(=O)c1ccc(F)cc1	i	i	-1.4
CN(C(=O)COC(=O)c1ccccc1Nc1ccccc1)C1CCS(=O)(=O)C1 (stereo not drawn)	i	i	0.5
CC(C)OC(=O)c1cc2ccccc2oc1=O	i	i	-0.5
Cn1nc(-c2ccccc2)cc1NS(=O)(=O)c1ccccc1	i	i	0.0
O=C(N/N=C/c1coc2ccccc2c1=O)c1cn(-c2ccccc2)nc1-c1ccccc1	i	i	0.5

Continued; the last four above are carried over.
molecule	CHT PAM	CHT inh	STK33 inh
CN(C(=O)COC(=O)c1ccccc1Nc1ccccc1)C1CCS(=O)(=O)C1 (stereo not drawn)	i	i	0.5
CC(C)OC(=O)c1cc2ccccc2oc1=O	i	i	-0.5
Cn1nc(-c2ccccc2)cc1NS(=O)(=O)c1ccccc1	i	i	0.0
O=C(N/N=C/c1coc2ccccc2c1=O)c1cn(-c2ccccc2)nc1-c1ccccc1	i	i	0.5
Cc1ccc2nc(C)cc(N/N=C/c3ccccc3O)c2c1	i	i	2.9
Cc1[nH][nH]c(=O)c1/C=N/N1CCOCC1	i	i	-0.2
CC(=O)Nc1ccc(/C=N/NC(=O)c2cc3ccccc3nc2C)cc1	i	i	-1.5
OCCN(Cc1ccccc1)CC1CC=CCC1 (stereo not drawn)	i	i	-4.7
CCCCCC(O)c1cccc(OCc2ccc3ccccc3n2)c1 (stereo not drawn)	i	i	0.0
CCCn1c(SCc2ccccn2)nc2c1c(=O)n(C)c(=O)n2C	i	i	-2.0
CCN(CC)S(=O)(=O)c1cccc(C(=O)N[C@H](C(=O)OCC(=O)Nc2ccccc2)C(C)C)c1	i	i	-2.1
COc1cc(C=O)ccc1OCc1ccncc1	i	i	-0.1
CN(C)c1ccc(/C=N/NC(=O)C[n+]2ccccc2)cc1	i	i	-1.4
COc1cc(C(c2c(O)nc(SC)[nH]c2=O)c2c(O)nc(SC)[nH]c2=O)cc(OC)c1OC	i	i	nt

Additional records
molecule	CHT PAM	CHT inh	STK33 inh
CCOc1ccc(N2CC(C(=O)Nc3ccc4c(c3)OCO4)CC2=O)cc1 (stereo not drawn)	i	i	-0.7
Cc1ccc(S(=O)(=O)NC(N)=NCCc2ccc(Cl)cc2)cc1C	i	i	-0.2
Brc1ccc2ncnc(Nc3ccc(N4CCOCC4)cc3)c2c1	i	i	4.2
O=C1C2C3c4ccccc4C(c4ccccc43)C2c2nc3ccccc3n21 (stereo not drawn)	i	i	-0.2
Cc1cc(C)cc(N(C(=O)c2snc(C(N)=O)c2N)C(C(=O)NCC2CCCO2)c2ccc(C)o2)c1 (stereo not drawn)	i	i	-1.0
N#Cc1ccc(OCCN2C(=O)NC3(CCSC3)C2=O)cc1 (stereo not drawn)	i	i	-5.9
CCNC(=S)Nc1ccc(N2CCCCC2)cc1	i	i	-2.2
COc1ccc(NC(=S)N(CCC(C)C)C(C)c2ccncc2)cc1 (stereo not drawn)	i	i	-0.8
CCOC(=O)C1(C)NC(c2ccccc2F)C2C(=O)N(CC)C(=O)C21 (stereo not drawn)	i	i	-0.2
O=C(Cn1c(=O)oc2cc(S(=O)(=O)N3CCCC3)ccc21)NC1CCCCC1	i	i	-0.5

(cont.)
molecule	CHT PAM	CHT inh	STK33 inh
COc1ccc(S(=O)(=O)N2CCC(C(=O)N3CCc4ccccc4C3)CC2)cc1Cl	i	i	-1.3
CC1CCN(C(=O)CN2C(=O)c3ccccc3S2(=O)=O)CC1	i	i	-1.6
COc1ccccc1-n1cnc2cc(NS(=O)(=O)c3ccc(Br)cc3)ccc21	i	i	-0.8
COc1ccc(/C=C/C(=O)c2ccccc2)cc1COc1ccccc1F	i	i	-0.8
COc1ccc(CCNC(=O)C(=O)NCC2OCCN2S(=O)(=O)c2ccccc2)cc1OC (stereo not drawn)	i	i	-1.9
Cc1cccc(NC(=S)N2CCC(N(C)CC3CCCO3)CC2)c1C (stereo not drawn)	i	i	-2.2
O=C1C(C=NCc2ccncc2)=C(O)c2ccccc21	i	i	1.5
CCC(C)NC(=O)C1CCN(CCCc2ccccc2)CC1 (stereo not drawn)	i	i	-0.6
COc1ccc(C(=O)N2CCN(C(=O)c3ccco3)CC2)cc1	i	i	-0.8
O=C(O)C1Cc2ccccc2CN1C(=O)c1ccccc1Cl (stereo not drawn)	i	i	-6.3

Next results follow.
molecule	CHT PAM	CHT inh	STK33 inh
CCC1Oc2ccc(C)cc2N(CC(=O)NCC2CCCO2)C1=O (stereo not drawn)	i	i	-1.3
Cc1ccc(C(=O)CSc2nnc(N)s2)c(C)c1	i	i	0.1
COc1cc(-c2noc(-c3ccco3)n2)cc(OC)c1OC	i	i	-0.2
COc1ccc2cc(C(=O)NCc3ccccc3)[nH]c2c1	i	i	-2.5
COc1ccc(CC2(CO)CCN(Cc3cnn(-c4ccc(F)cc4)c3)CC2)cc1	i	i	-2.1
CC1CCCN(C(=O)CSc2nc3ncccc3[nH]2)C1 (stereo not drawn)	i	i	-0.9
COCCNS(=O)(=O)c1ccc2c(c1)Cc1cc(S(=O)(=O)NCCOC)ccc1-2	i	i	-1.7
O=C(CSc1cn(CCNC(=O)c2ccc3ccccc3c2)c2ccccc12)NCc1ccco1	i	i	5.5
COC(=O)c1ccc(CSc2nc3ccccc3c(=O)n2-c2ccc(OC)c(OC)c2)o1	i	i	0.5
COc1cccc(NC2=NCCCCC2)c1	i	i	1.4

(list continues)
molecule	CHT PAM	CHT inh	STK33 inh
CCC(C)NC(=O)CNC(=S)N(Cc1ccc(F)cc1)C1CCCCC1 (stereo not drawn)	i	i	-0.7
Cc1ccc(S(=O)(=O)N(C)CC(=O)Nc2ccc(C)cn2)cc1	i	i	-0.6
Cc1ccc2oc(C(=O)N3CCN(Cc4ncccc4C)CC3)c(C)c2c1	i	i	0.6
CCOCCCNC(=O)c1c(C)[nH]c(C(=O)OCC)c1C	i	i	-1.5
O=C(COc1ccccc1Cl)Nc1ccc(S(=O)(=O)N2CCOCC2)cc1	i	i	-0.8
COc1ccc(/C=C/c2nc(S(=O)(=O)c3ccccc3)c(N(C)C)o2)cc1	i	i	-1.0
CC1CCN(S(=O)(=O)c2ccc3ccccc3c2)CC1	i	i	4.0
CCCS(=O)(=O)N1CCC(C(=O)Oc2ccc(OC)cc2)CC1	i	i	-1.4
CC(C)(C)NC(=O)NCCc1ccccc1	i	i	-2.0
COc1ccc(N(CC(=O)NC2CCCCCC2)S(=O)(=O)c2c(C)nn(C)c2C)cc1	i	i	-0.2

Additional structures.
molecule	CHT PAM	CHT inh	STK33 inh
CCNC(=S)NNC(=O)c1cc(Br)cs1	i	i	-1.5
COc1ccc(NC(=O)c2cccc3c2C(=O)N(CC2CCCO2)C3)cc1OC (stereo not drawn)	i	i	-0.5
CCCN1C2CCCC1CC(NC(=S)NCCCOCC)C2 (stereo not drawn)	i	i	-0.8
S=c1[nH]nc(-c2ccc3ccccc3n2)n1-c1ccccc1Cl	i	i	1.4
c1cc2c(cc1C1CCCN1)OCCCO2 (stereo not drawn)	i	i	-0.9
CN(C)c1ccc(NC(=O)CSc2nc(C3CC3)nc3ccccc23)cc1	i	i	0.1
COC1C/C(=N\O)C2OC(c3ccccc3)OCC2O1 (stereo not drawn)	i	i	-2.8
CCN(CC)CCN(Cc1cc2cc3c(cc2[nH]c1=O)OCCO3)C(=S)NC	i	i	1.0
O=C(O)COc1ccc(S(=O)(=O)N2CCCC2)cc1	i	i	-0.7
Cc1nc(N/C(N)=N/S(=O)(=O)c2ccc([N+](=O)[O-])cc2)nc2ccccc12	i	i	-0.4

The list continues:
molecule	CHT PAM	CHT inh	STK33 inh
CCOC(=O)C(=O)NN=C(c1ccccc1)c1ccccc1	i	i	-1.3
CCOC(=O)c1c(NC(=O)Cn2c(C)nc3ccccc32)sc2c1CCC2	i	i	-2.9
Cc1ccc(S(=O)(=O)NCC(=O)N2CCC(C)CC2)cc1	i	i	-1.0
O=C(CSc1nnc(-c2ccc3c(c2)OCCO3)o1)NC1CCCCC1	i	i	-1.6
